Screens (PubChem BioAssay)
GPR7 antagonist = GPR7 receptor antagonists, primary screen, cell-based, fluorescence, single concentration. Neuropeptides B/W receptor type 1 (Homo sapiens), P48145. GPR7-expressing cells, fluorescence antagonist assay. inhibition, % at 4.4 µM. 290,000 compounds, 1.1% hits; in the data active means inhibition above about 16%, passing the limit was not always enough;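 further: cells stimulated with the agonist NPW; 0% = agonist with vehicle and 100% = vehicle without agonist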
Target sequence (P48145 whole entry, looked up): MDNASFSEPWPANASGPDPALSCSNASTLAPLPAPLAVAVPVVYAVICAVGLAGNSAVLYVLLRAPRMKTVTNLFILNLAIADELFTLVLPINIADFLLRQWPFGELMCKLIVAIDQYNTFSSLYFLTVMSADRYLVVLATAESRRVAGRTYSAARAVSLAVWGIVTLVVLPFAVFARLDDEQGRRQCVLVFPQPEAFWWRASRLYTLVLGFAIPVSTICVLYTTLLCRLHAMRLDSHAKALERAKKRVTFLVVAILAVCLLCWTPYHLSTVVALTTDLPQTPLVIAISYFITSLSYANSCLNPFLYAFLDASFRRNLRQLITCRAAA
OXTR agonist = human OXTR agonists, primary screen, fluorescence, CHO-OTR cells, Fluo-8 calcium; Oxytocin receptor (Homo sapiens), P30559; Fluo-8 calcium fluorescence; normalized: DMSO 0%, oxytocin 100%; activation, % at 3 µM; 320,000 compounds, 0.32% hits; AID 2435, 2010;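 active means activation above the mean of all tested compounds plus 3 SD, cutoff set per screening run, cut at about 20% in these data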;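 further: peak over basal fluorescence ratio from a 100 s FLIPR kinetic read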
Target sequence (P30559 whole entry, looked up): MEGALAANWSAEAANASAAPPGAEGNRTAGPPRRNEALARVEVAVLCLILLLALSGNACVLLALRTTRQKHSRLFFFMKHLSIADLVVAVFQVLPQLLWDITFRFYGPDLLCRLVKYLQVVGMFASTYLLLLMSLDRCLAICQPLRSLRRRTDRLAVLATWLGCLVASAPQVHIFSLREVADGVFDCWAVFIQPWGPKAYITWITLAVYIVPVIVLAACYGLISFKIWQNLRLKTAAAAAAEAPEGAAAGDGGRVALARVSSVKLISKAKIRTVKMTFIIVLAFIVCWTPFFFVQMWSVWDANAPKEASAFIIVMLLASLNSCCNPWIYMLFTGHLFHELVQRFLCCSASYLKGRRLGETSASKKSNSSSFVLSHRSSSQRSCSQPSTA
OXTR potentiator = human OXTR potentiators, primary screen, fluorescence, CHO-OTR cells, Fluo-8 calcium; activation, % at 3 µM; Oxytocin receptor (Homo sapiens), P30559; Fluo-8 calcium fluorescence, potentiator mode; 0% = oxytocin EC15, 100% = EC100; 320,000 compounds, 0.061% hits;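 active means activation above that plate's cutoff, the mean activation of tested compounds plus 3 SD, cut at about 6.6% in these data, passing the limit was not always enough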;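 further: 100% uses oxytocin at 75 nM as the full agonist control; some results filed as inactive read as strong as hits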
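Assay system: CHO-OTR cells, human receptor / Also added: oxytocin at about EC15, sub-maximal agonist stimulus / Dosing: single dose, 3.0 µM nominal final compound concentration / Incubation: 6 min pre-incubation, 100 s read / Technique: Fluo-8 calcium dye fluorescence / Read-out: % activation vs EC15 and EC100 oxytocin / Benchmarks: EC15 oxytocin low, 75 nM oxytocin high / Replicates: singlicate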
V1aR counter = agonists of human V1a receptor, primary screen, counter-screen for OXTR agonist project, fluorescence, CHO-V1R cells; Fluo-8 calcium fluorescence, agonist mode; 0% DMSO, 100% 3 nM vasopressin; Vasopressin V1a receptor (Homo sapiens), P37288; AID 2797, 2010; activation, % at 3 µM; 320,000 compounds, 0.25% hits;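 active means activation above the mean activation of all tested compounds plus 3 SD, per screening run, cut at about 20% in these data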;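 further: signal is peak over basal fluorescence ratio across a 100 second FLIPR read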
M1 PAM parental = nonselective calcium activators in parental CHO-K1 cells, primary screen, counter-screen for M1 PAM project, cell-based, Fluo-8 calcium fluorescence, full deck, 1536-well; ATP EC20; 0% at ATP EC20, 100% at ATP max; activation, % at 3 µM; 360,000 compounds, 0.02% hits;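 active means activation above the run cutoff, the mean activation of all test compounds plus 3 SD, cut at about 40% in these data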;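 further: peak over basal fluorescence ratio in a 140 s read after ATP addition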
CHO-K1 Ca ag = counter-screen for M1 agonists: effect in parental CHO-K1 cells; Fluo-8 calcium fluorescence; scaled to maximal ATP response, vehicle zero; activation, % at 3 µM; 360,000 compounds, 0.48% hits; in the data active means activation above about 15%;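 further: untransfected CHO-K1 host cells lacking M1 receptor as counterscreen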
TAAR1 antagonist = human TAAR1 antagonists, primary screen, Fluo-8 calcium fluorescence, CHO RD-HGA16 cells. Trace amine-associated receptor 1 (Homo sapiens), Q96RJ0. 360,000 compounds, 1.5% hits. inhibition, % at 3 µM. antagonist;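 active means inhibition above a per-plate cutoff, the mean inhibition of test compounds on that plate plus 3 SD, cut at about 49% in these data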;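 further: 0% = DMSO plus EC80 beta-PEA response and 100% = DMSO alone without agonist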
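Material: CHO RD-HGA16 cells bearing hTAAR1; compound dosing: one-point dosing, 3 µM nominal final; schedule: dye loading 75 min at 37 °C, then 30 min room temperature; measured by: calcium fluorescence with Fluo-8; control set: vehicle and agonist controls; replication: n of 1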
CHO parental Ca = ATP-evoked calcium signal inhibitors, parental CHO, primary screen, counter-screen for OX1R antagonist project, cell-based, fluorescence, Fluo-8 calcium dye; parental CHO-K1, ATP-induced calcium, Fluo-8 fluorescence; inhibition, % at 5.6 µM; 330,000 compounds, 0.63% hits; AID 463079, 2010;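 active means inhibition above that plate's mean sample inhibition plus 3 SD, cut at about 26% in these data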;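 further: 0% = ATP-challenged DMSO wells and 100% = DMSO wells without ATP; some compounds past the cut are filed as inactive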
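Material – parental CHO cells · Reagent – ATP stimulus · Compound – single nominal dose of 5.6 µM per compound · Detection – Fluo-8 fluorescence · Read-out basis – percent inhibition of calcium signal · Controls – ATP-challenged DMSO wells low, unchallenged DMSO wells high · Repeats – no replicates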
CHO-K1 Ca antag = M1 antagonist counterscreen hit in parental CHO-K1 cells. AID 602250. 360,000 compounds, 0.6% hits. inhibition, % at 3 µM. ATP-induced calcium, Fluo-8 fluorescence;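 active means inhibition above a per-plate cutoff, the plate's mean sample inhibition plus 3 SD, cut at about 24% in these data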;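 further: 0% = DMSO plus EC80 ATP and 100% = DMSO alone without ATP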
* = called active by the depositor; / = no result given. Compounds as they come. Share with any hit: about 3.5%.

compound	GPR7 antagonist	OXTR agonist	OXTR potentiator	V1aR counter	M1 PAM parental	CHO-K1 Ca ag	TAAR1 antagonist	CHO parental Ca	CHO-K1 Ca antag
Cc1ccc(NC(=O)c2sc3ncn(CC(=O)N4CCN(c5ccccn5)CC4)c(=O)c3c2C)cc1	/	/	/	/	19	5.0	-18	/	-15
COc1ccc(C)cc1NC(=O)C1CCN(S(=O)(=O)c2ccc3c(c2)NC(=O)CO3)CC1	-16	-0.7	0	-0.1	7	1.9	19	-16	-7
CCC(C)C(N=C1NS(=O)(=O)c2ccccc21)C(=O)N1CCC(C)CC1 (stereo not drawn)	/	/	/	/	5	1.1	3	/	3
O=C(COC(=O)C1(c2ccc(Cl)cc2)CCCC1)N1CCc2ccccc21	-4	0.7	-6	5.8	27	0.2	-31	-28	-13
COc1cc(OC)nc(/N=C/N(C)C)n1	-6	/	/	/	25	0.5	4	/	-13
O=C(N/N=C/c1ccccc1C(=O)O)c1cccc(S(=O)(=O)N2CCCCC2)c1	/	-0.3	1	0.3	12	0.5	1	-10	-14
CC1(C(=O)NS(=O)(=O)c2ccccc2Cl)CCN1C(=O)CC1CC1 (stereo not drawn)	/	/	/	/	-7	0.0	-16	/	0
O=C(NCN1C(=O)C2C3C=CC(C3)C2C1=O)Nc1nncs1 (stereo not drawn)	-3	1.1	-3	0.8	22	0.6	-9	-4	-22
Cc1cccc(/C=N/NC(=O)Cn2nc(C)cc2C)n1	-12	0.6	-8	0.7	1	-0.2	-1	0	-2
Cc1cc(=O)[nH]c(SCC(=O)Nc2nonc2C)n1	-6	-0.2	-10	-0.9	13	0.2	-22	-6	-15
CCN(CCCNC(=O)CCCOc1cc(=O)n(C)c2ccccc12)Cc1ccccc1	3	-0.1	-1	0.4	-3	2.6	-10	-7	-11
O=c1ccn([C@@H]2O[C@H](CNCc3cccn3-c3ccncc3)[C@@H](O)[C@H]2O)c(=O)[nH]1	/	/	/	/	10	0.3	-13	/	-13
CC(=O)c1cc2c(C)c(C(=O)c3ccccc3)oc2cc1O	-2	-1.3	-5	-0.8	21	0.9	1	-8	-9
O=C(/C=C/c1ccc(Cl)cc1)NC(=S)Nc1ccc(C(=O)O)cc1	-2	-0.1	-5	1.1	-5	12	-8	-4	1
CCCCN(Cc1cc2cccc(C)c2[nH]c1=O)S(C)(=O)=O	-1	0.9	2	4.2	-11	0.1	-8	-18	4
CC1(C)CC(NC(=O)c2c(N)no[n+]2[O-])CC(C)(C)N1	-9	0.3	-12	0.5	3	0.4	-17	6	-8
Cc1ccnc(NC(=O)COc2ccc3c(c2)CCC3)c1	/	-1.4	-1	-1.1	6	-0.1	5	-31	0
O=[N+]([O-])c1ncccc1OCc1ccc(-c2ccccc2)cc1	-8	0.6	-7	0.6	-11	0.8	34	7	2
Cc1ccc(Nc2nc(-c3cccnc3)cs2)cc1Cl	-3	-1.1	-4	0.4	9	-0.1	-3	-25	-6
CC(C)CN(C(=O)c1cccc(S(=O)(=O)N2CCN(c3ccc(F)cc3)CC2)c1)C1CCS(=O)(=O)C1 (stereo not drawn)	/	-1.1	0	0.1	9	0.8	-24	-8	-6
CCOC(=O)CN1C(=O)/C(=C/c2cccc(Br)c2)Oc2ccccc21	-5	0.2	-6	-0.5	-9	0.2	-9	-4	-1
O=S(=O)(c1ccc2oc3ccc(S(=O)(=O)N4CCCCC4)cc3c2c1)N1CCCCC1	-4	0.8	-2	0.4	8	0.2	-3	-4	-4
O=c1[nH]c(CSc2nc(-c3ccc(F)cc3)cs2)nc2ccccc12	-2	-1.5	-2	0.2	24	1.6	14	-23	-4
O=C(c1ccc(NC2=NC3CS(=O)(=O)CC3S2)cc1)N1CCN(c2ccccc2F)CC1 (stereo not drawn)	-4	0.3	0	0.3	-2	0.5	-9	-3	1
COc1cccc2cc(C(N)=O)/c(=N\NC(=O)c3ccccc3)oc12	21	1.9	-1	1.9	15	0.7	14	1	-10
N/C(=N\OC(=O)C12CC3CC(CC(C3)C1)C2)c1cccnc1	-17	-1.4	-8	-0.7	13	0.3	-4	-7	-24
COc1ccc(C2=CC(c3sccc3C)n3nnnc3N2)cc1 (stereo not drawn)	-1	-0.6	-15	0.8	22	0.3	21	-28	-5
O=C(Nc1ccccc1)c1nc[nH]c1C(=O)NCCN(CCNC(=O)c1[nH]cnc1C(=O)Nc1ccccc1)CCNC(=O)c1[nH]cnc1C(=O)Nc1ccccc1	/	0.3	-9	0.4	3	-0.5	7	-10	-3
Cc1ccccc1NC(=O)Cc1nc(COC(=O)c2cc([N+](=O)[O-])ccc2NCCO)cs1	/	-1.7	-14	0.1	2	4.5	20	8	6
CCOC(=O)C1=CN(Cc2cccc(-c3ccc(F)cc3)c2)S(=O)(=O)N(C)C1C (stereo not drawn)	/	/	/	/	-9	0.1	35	-1	-8
O=C(c1nn(-c2ccccc2)c(=O)c2ccccc12)N1CCN(c2ccccn2)CC1	3	-0.9	-5	-0.5	11	1.2	7	-8	-14
Cc1cccc(C(=O)NC2=NCCS2)c1	6	0.2	-12	-0.5	-5	-0.2	9	-14	9
c1ccc(-n2nnnc2SCCCSc2nc3ccccc3s2)cc1	-3	2.6	-13	1.2	12	1.1	27	-16	-17
Cc1cc(Cn2nc(-c3ccccc3)cc2C(=O)NCc2cccc(C(F)(F)F)c2)on1	/	3.6	-10	5.4	-8	-0.4	28	11	5
CCCCC(=O)Nc1cc(OCC)c(NC(=S)NC)cc1OCC	-7	-0.4	2	0.2	-3	-0.3	1	-17	2
COc1ccc(Cl)cc1C(=O)n1nc(C)cc1C	10	-2.1	6	-0.1	6	0.1	-9	7	-8
COc1ccc(NC(=O)c2ccc(NC3=NC4CS(=O)(=O)CC4S3)cc2)cc1 (stereo not drawn)	-7	0.0	4	0.0	6	0.1	-9	3	-6
COc1ccc(Oc2coc3cc(OC(=O)/C=C/c4ccccc4)ccc3c2=O)cc1	2	1.2	-2	2.0	17	1.0	-17	-4	-14
Cc1ccc2oc(C(=O)N3CCN(C)C[C@@H]3C(C)C)c(C)c2c1	-4	-1.6	-5	0.2	22	0.4	-22	3	-7
COc1ccc(CCC(C)Nc2cccc(F)c2)cc1 (stereo not drawn)	-10	-1.3	-7	-0.6	-8	-0.5	24	-12	-3
COc1ccccc1N1CCN(C(=O)c2sc3nc(C)nc(N4CCN(c5ccccn5)CC4)c3c2C)CC1	-22	-1.3	-6	0.1	6	3.4	55*	-14	-1
NC(=O)CSc1nc2ccccc2c(=O)n1Cc1ccco1	-11	0.0	0	0.9	6	0.4	-4	-11	-8
Cc1cccc(NC(=O)CN(C)C(=O)c2ccc(N3CCCCCC3)c([N+](=O)[O-])c2)c1C	/	0.2	-6	2.8	6	0.7	-11	-18	-22
COc1ccc(CCN=Cc2c(C)[nH]n(-c3ccc([N+](=O)[O-])cc3)c2=O)cc1OC	-6	0.2	2	0.5	22	0.8	-7	-6	-13
C=Cc1ccc(CC2(C)C(=O)Nc3ccc(-c4cccnc4)cc32)cc1 (stereo not drawn)	/	/	/	/	23	2.7	14	/	-3
COc1ccc(S(=O)(=O)N2CCCC(C(=O)Nc3cccnc3)C2)cc1Cl (stereo not drawn)	-6	13	-11	10	-5	0.3	10	-7	11
COCC(C)NC(=O)CSc1nc(-c2ccccc2)c(-c2ccccc2)o1 (stereo not drawn)	1	-1.7	0	-0.4	20	1.3	8	-18	-7
COc1ccc(S(=O)(=O)N2CCC[C@H]2C(=O)N2CCC[C@H]2C(=O)N(C)Cc2ccccc2)cc1C	/	/	/	/	12	0.8	-21	/	-15
CCCCCCCCCCCCN1[C@@H](CC(=O)OC)c2cc(C(F)(F)F)ccc2S1(=O)=O	/	1.1	-6	1.9	8	0.8	5	-18	-13
Cc1cc(C)c(S(=O)(=O)N2CCOC2CNC(=O)C(=O)NCCc2ccc(S(N)(=O)=O)cc2)c(C)c1 (stereo not drawn)	-4	-0.8	-2	1.8	18	0.2	-9	-9	-11

Next part:
compound	GPR7 antagonist	OXTR agonist	OXTR potentiator	V1aR counter	M1 PAM parental	CHO-K1 Ca ag	TAAR1 antagonist	CHO parental Ca	CHO-K1 Ca antag
CCC(CC)c1nnc(NC(=O)c2ccc([N+](=O)[O-])cc2)s1	-3	1.3	-5	0.0	5	0.5	11	0	-4
O=C(CSc1n[nH]c(-c2ccncc2)n1)NCCc1ccccc1	-18	1.7	1	1.9	-10	-0.3	-5	-1	11
Cc1ccc(NC(=O)CSCC(=O)Nc2ccccc2C(=O)N2CCCCC2)cc1	/	-1.6	-5	-1.1	14	0.0	-9	-19	-6
COc1cc(OC)c(C#N)c(S(=O)(=O)Cc2ccccc2)c1	-6	-0.1	-5	0.2	-5	0.0	10	-14	14
